Compound activity from PubChem.
SRC2 TRFRET art: counter-screen for PPARgamma SRC-2 recruitment agonists: TR-FRET artefact. hits give high values. TR-FRET ratio at 8 µM. 0.4% of 200,000 active. AID 1049; in the data active means TR-FRET ratio above about 2000; further: inactives centre near 1500
TNAP act hiacc: activators of human TNAP at high phosphate acceptor concentration | P05186 | purified TNAP, CDP-star luminescence, 1 M DEA, 30 min; hits give high values; 0 = EDTA background, 1 = DMSO-only activity | activation factor at 20 µM | 200,000 tested, under 10 active;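 active means activation factor at least 2 at 20 µM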
Target sequence (P05186 whole entry, looked up): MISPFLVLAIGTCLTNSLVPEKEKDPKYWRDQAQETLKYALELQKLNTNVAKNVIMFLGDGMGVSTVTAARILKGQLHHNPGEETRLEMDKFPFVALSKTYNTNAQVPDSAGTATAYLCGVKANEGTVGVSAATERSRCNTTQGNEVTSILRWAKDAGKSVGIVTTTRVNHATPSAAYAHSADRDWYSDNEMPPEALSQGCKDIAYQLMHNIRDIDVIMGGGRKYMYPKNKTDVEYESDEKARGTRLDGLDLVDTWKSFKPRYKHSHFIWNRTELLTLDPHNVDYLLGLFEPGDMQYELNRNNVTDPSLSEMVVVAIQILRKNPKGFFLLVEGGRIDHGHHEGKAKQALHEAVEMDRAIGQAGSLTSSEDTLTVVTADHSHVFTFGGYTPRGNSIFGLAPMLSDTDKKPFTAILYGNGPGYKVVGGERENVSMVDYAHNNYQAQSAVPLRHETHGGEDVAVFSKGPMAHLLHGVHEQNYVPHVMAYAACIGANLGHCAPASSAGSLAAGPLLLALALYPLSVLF
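Control set: EDTA negative control, DMSO positive control / Assay system: human TNAP / Quantity: TNAP 1/800 final / Evaluation: TNAP activation factor scaled between EDTA and DMSO control wells / Measured by: luminescent substrate turnover signal / Compound dosing: one dose, 20 µM / Times: 30 min enzyme reaction at room temperature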
PPARg SRC-3 ag: promotes SRC-3 coactivator recruitment by human PPARgamma; biochemical PPARgamma/SRC-3 coactivator recruitment assay; P37231; 0.26% of 200,000 active; activation, % at 8 µM; in the data active means activation above about 23%;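 further: 0% = DMSO and 100% = reference agonist; some compounds past the cut are filed as inactive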
Target sequence (P37231 whole entry, looked up): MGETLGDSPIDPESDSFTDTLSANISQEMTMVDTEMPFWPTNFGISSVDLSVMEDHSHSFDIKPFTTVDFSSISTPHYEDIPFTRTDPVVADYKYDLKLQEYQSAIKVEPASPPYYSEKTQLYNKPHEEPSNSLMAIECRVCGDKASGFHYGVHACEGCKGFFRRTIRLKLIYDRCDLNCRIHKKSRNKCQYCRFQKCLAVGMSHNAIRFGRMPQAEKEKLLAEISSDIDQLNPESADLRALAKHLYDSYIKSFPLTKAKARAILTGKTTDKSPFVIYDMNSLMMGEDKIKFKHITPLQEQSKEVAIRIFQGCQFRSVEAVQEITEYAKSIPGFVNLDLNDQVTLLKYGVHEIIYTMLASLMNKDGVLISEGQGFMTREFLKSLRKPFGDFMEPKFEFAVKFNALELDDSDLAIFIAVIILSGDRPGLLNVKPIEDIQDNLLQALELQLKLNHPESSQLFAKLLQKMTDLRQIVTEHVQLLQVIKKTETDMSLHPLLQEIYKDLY
PPARg SRC2 recr: agonists of SRC-2 recruitment by human PPARgamma; PPARgamma LBD-SRC-2 recruitment, biochemical; activation, % at 8 µM; 0.34% of 200,000 active; in the data active means activation above about 22%;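 further: 0% = vehicle and 100% = reference agonist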
PPARg SRC-1 ag: agonists of human PPARgamma SRC-1 coactivator recruitment. P37231. PPARgamma-SRC-1 coactivator recruitment biochemical assay. activation, % at 8 µM. 0.41% of 200,000 active; in the data active means activation above about 19%;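 further: 0% = DMSO and 100% = reference agonist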
STAT3 inh: reduces IL-6 driven STAT3 reporter signal | U3A cells, IL-6 STAT3-luciferase reporter, luminescence; host cell line lacks STAT1 | inhibition, % at 5.5 µM | 0.89% of 190,000 active;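 active means inhibition above the mean inhibition across all screened compounds plus 3 SD, cut at about 44% in these data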;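 further: 0% = DMSO only wells and 100% = 100 µM nifuroxazide control wells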
ROMK primary: human ROMK K+ channel modulation, primary screen | P48048 | Tet-inducible ROMK, thallium flux fluorescence; actives lie on both sides | 2% of 130,000 active | B-score at 10 µM;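 active means signal ratio slope over the read window, or its plate-corrected B-score, at least 3 SD from the plate mean, either direction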;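 further: B-score of the F/F0 ratio slope over 7 to 12 s after thallium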
STAT3 activator: increases IL-6 driven STAT3 reporter signal; U3A cells, IL-6 STAT3-luciferase reporter, luminescence; 100% = signal with IL-6 EC80 alone; activation (% of control), % at 5.6 µM; 0.91% of 190,000 active; AID 871;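 active means activation above the screen-wide mean of compound activation plus 3 SD, cut at about 130% in these data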;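 further: 0% = background luminescence of wells with medium and substrate only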
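Test system: Human STAT1-deficient U3A cells with stable STAT3-luciferase reporter | Also added: Interleukin-6, 33 ng/mL | Timing: Compound pre-incubation 1 h before IL-6, then 6 h stimulation at 37 °C | Technique: Luciferase reporter luminescence | Read-out: Percent of IL-6-only median luminescence | Benchmarks: IL-6-only wells as 100% reference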
bIAP activator: increases bovine intestinal alkaline phosphatase activity. purified bovine IAP, CDP-star luminescence, 30 min; hits give high values; fold of DMSO-control signal, blank-subtracted. activation factor at 20 µM. 0.17% of 200,000 active. AID 1016;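 active means activation factor of 2 or more at 20 µM, a signal rise over negative controls twice the positive control's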
bIAP inh: blocks bovine intestinal alkaline phosphatase activity; purified bovine IAP, CDP-star luminescence, 30 min; inhibition, % at 20 µM; 190,000 tested, under 10 active;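 active means over 50% inhibition of intestinal alkaline phosphatase at 20 µM in the single-dose screen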
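Assay system – bovine IAP enzyme · Quantity – bovine IAP at 1/65,000,000 final dilution · Detection – CDP-star luminescence signal · Times – 30 min reaction at room temperature · Also added – CDP-star substrate at 30 µM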
STAT1 blocker: reduces IFN-gamma driven STAT1 reporter signal. NIH 3T3 STAT1-luciferase reporter, luminescence. AID 920. inhibition, % at 5.5 µM. 0.35% of 200,000 active;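 active means inhibition above a set limit, the mean inhibition across all tested compounds plus 3 SD, cut at about 34% in these data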;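 further: 0% = IFN-gamma with DMSO and 100% = IFN-gamma with 300 µM nifuroxazide; values of inactives mirror those of a sister screen read the other way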
An asterisk follows results filed as active; · = no result given.

SMILES	SRC2 TRFRET art	TNAP act hiacc	PPARg SRC-3 ag	PPARg SRC2 recr	PPARg SRC-1 ag	STAT3 inh	ROMK primary	STAT3 activator	bIAP activator	bIAP inh	STAT1 blocker
O=C1NC(NS(=O)(=O)c2ccccc2)(C(F)(F)F)C(=O)N1c1ccc(F)cc1 (stereo unspecified)	1537	0.9	-7	-6	-3	0	·	102	0.5	50	0
COC(=O)c1sccc1NC(=O)c1cc(-c2cccc(C)c2)nc2ccccc12	2058*	1	13	26*	9	-6	-1.2	106	0.9	8	10
CCCCOc1ccc(/C=N/NC(=O)c2csc(C)c2C)cc1	1649	1	20	-2	-2	8	-1.3	99	0.6	38	-7
CC(=O)N(Cc1ccccc1)c1nc(-c2ccccc2)cs1	1517	1.1	7	-5	2	-5	0.063	108	1	4	-19
COc1ccc(NC(=O)C(Cl)=C(Cl)Cl)cn1	1618	1	9	6	0	-2	-0.029	102	1	-5	4
Cc1ccc(-n2c(CNC(=O)c3cccs3)nnc2SCC(=O)NO)cc1	1543	1.1	5	-7	8	27	-0.2	84	1.3	-32	3
O=C(c1ccco1)N1N=C(c2ccc3nccnc3c2)CC1c1ccccc1 (stereo unspecified)	1645	1	2	6	3	12	-0.37	98	1.1	-6	-3
CCOC(=O)c1sc(NC(=O)CSc2nc3c(cc2C#N)CCCCC3)c(C#N)c1C	1468	1	12	-15	-9	2	·	103	1	4	-6
Oc1ccc(N2CCN(C(=S)NCc3ccccc3)CC2)cc1	1454	1	2	3	-2	6	-0.39	101	0.9	6	18
CCOc1ccc(OCC)c(NS(=O)(=O)c2cccc3nsnc23)c1	1662	1	0	5	1	-1	·	107	0.9	9	2
Cc1ccccc1NC(=O)c1ccc(CN(c2ccccc2)S(=O)(=O)c2ccccc2)cc1	1418	1	-5	-7	-2	-10	-0.88	114	1	0	-3
O=C(CC1Nc2ccccc2NC1=O)Nc1ccccc1 (stereo unspecified)	1537	1	-3	5	2	-12	·	116	1.1	-10	-4
CCCCC(CC(O)COCC(C)C)C(=O)NN (stereo unspecified)	1633	1.1	-2	-5	-1	3	-0.22	102	1	-2	5
COCCCNC(c1ccccc1)c1ccncc1 (stereo unspecified)	1511	1.1	10	0	7	-4	-0.23	105	1	-1	6
CN(C)c1nc(-c2ccccc2)cc(C(F)(F)F)c1C#N	1835	1.1	14	5	0	24	·	89	0.9	8	-1
CC(C)(C)NC(=O)C(c1ccc(O)cc1)N(C(=O)CCC(=O)Nc1nccs1)c1ccc(F)cc1 (stereo unspecified)	1622	1.1	3	8	7	-2	-0.54	104	1.1	-14	-2
N#CC1(NC(=O)COc2ccc3oc4ccccc4c3c2)CCCCC1	1585	1	4	8	-1	18	·	88	0.9	8	8
O=C(CSc1nnc(CNc2ccc(Cl)cc2)n1Cc1ccccc1)NCc1ccco1	1758	1	0	-3	-8	8	-0.0061	97	1	-4	10
CCCCOc1ccc(Cl)cc1CSc1nncn1N	1525	1	-6	-3	3	7	·	99	0.8	16	11
CC1(C)CC(NC(=O)COc2ccc([N+](=O)[O-])cc2)CC(C)(C)N1	1721	1	6	7	-2	11	0.54	96	1	-4	-11
CCCCCN=C(C)c1c(O)c2ccccc2oc1=O	1418	1.1	0	-6	1	12	-1.3	92	0.9	12	-26
Cc1cc(C(=O)CN2C(=O)c3ccccc3C2=O)c(C)n1C1CC1	1626	1	-12	0	6	-4	-0.44	108	1	-5	-22
N/C(=N\OC(=O)/C=C/c1ccccc1)c1cccnc1	1574	1	2	5	-3	4	0.014	102	0.8	15	-18
CCOC(=O)c1ncn2c1C(=O)OC2(C)C	1385	1.1	-2	2	4	6	·	101	0.9	7	-9
CC(=O)Nc1ccc(SCC(=O)OCC(=O)NC(=O)NCCC(C)C)cc1	1470	1	3	5	1	4	0.015	104	1	-3	3

Next entries
SMILES	SRC2 TRFRET art	TNAP act hiacc	PPARg SRC-3 ag	PPARg SRC2 recr	PPARg SRC-1 ag	STAT3 inh	ROMK primary	STAT3 activator	bIAP activator	bIAP inh	STAT1 blocker
Cc1nc2c(-c3ccc(F)cc3)c(C)nn2c(C)c1CCC(=O)N1CCOCC1	1837	1	4	7	4	12	·	97	1	-4	-4
CSc1ccccc1NC(=O)CSCc1ccc(Br)cc1	1611	1	-3	9	5	6	·	99	0.6	35	8
CSC1=C(C#N)C(c2cccs2)CC(=O)N1C (stereo unspecified)	1497	1	0	-6	2	7	1.2	100	1	1	-1
Cc1ccc(OC(=S)Nc2ccc(F)cc2)cc1	1533	1	20	14	5	9	-0.82	96	0.9	12	11
O=C(O)c1cccc(NS(=O)(=O)c2ccc(-c3ccc(S(=O)(=O)Nc4cccc(C(=O)O)c4)cc3)cc2)c1	1543	1	1	3	-7	1	0.16	103	1	0	-6
COCCCn1c(CCC(=O)O)ccc1-c1ccc(F)cc1	1407	1	5	-4	-4	-2	·	105	1	4	5
COc1cc(OC)cc(C(=O)NC2=NCCS2)c1	1443	1	10	3	10	9	0.027	93	1	3	-3
CCOC(=O)Cc1csc(SCC(=O)Nc2cc(Cl)ccc2Oc2ccccc2)n1	1675	1	10	0	4	11	·	93	1	3	-2
CC(=O)N1CCN(c2ccccc2NC(=O)c2cc(Br)ccc2Cl)CC1	1593	1	10	4	0	4	·	99	1	5	11
CCCC(C(=O)NC1=NCCS1)c1ccccc1 (stereo unspecified)	1588	1	0	9	6	5	0.37	100	1	0	10
Cc1ccc(CN2CCN(Cc3cc(=O)c4ccccc4[nH]3)CC2CCO)o1 (stereo unspecified)	1530	1	-8	-4	-5	-5	-0.21	109	1.1	-8	7
COc1ccc2c(c1)OC1(C)CC2C(C(=O)c2ccccc2OC)C(=O)N1 (stereo unspecified)	1679	1	0	7	7	0	0.38	100	0.5	46	-8
COc1ccc(NC(=O)CSc2nc3ncccc3[nH]2)cc1OC	1526	1	8	3	2	-5	1.6	110	1	-5	2
CSc1oc(-c2ccco2)nc1S(=O)(=O)c1ccc(F)cc1	1560	1	6	2	2	-5	·	104	1.3	-28	4
Cc1nc2[nH]c(=S)n(C)c(=O)c2nc1C	1405	1	0	1	7	14	-0.087	92	0.9	9	6
CCOC(=O)Cc1nnc(Nc2ccc(C)cc2)c2ccccc12	1461	1	0	7	4	12	·	91	1	1	1
O=C(Cc1ccc(F)cc1)N1CCN=C1SCc1ccc([N+](=O)[O-])cc1	1443	1	0	-8	0	-2	·	97	1	0	1
Cc1cc(-n2c(SCc3ccccc3F)nc3n[nH]c(C)c3c2=N)ccc1Cl	1558	1	-1	1	-6	9	-0.059	95	1.2	-23	-18
COC(=O)c1nc(NC(=O)c2ccccc2Cl)n[nH]1	1614	1.1	-6	4	1	3	-0.041	103	1	4	-7
CC(C)c1ccc(/C=C2\NC(=S)N(Cc3cccnc3)C2=O)cc1	1455	1	2	-2	11	34	·	74	1.1	-6	12
Nc1nonc1-n1nnc(C(=O)N/N=C/c2cc(Br)ccc2O)c1CSC1=NCCS1	1619	1	6	8	1	6	·	91	0.6	37	10
COc1ccc(N(C(=O)Cn2nnc(-c3ccccc3F)n2)C(C(=O)NCC2CCCO2)c2ccc(Cl)cc2)cc1 (stereo unspecified)	1480	1.1	0	-1	-3	3	·	100	1	2	-1
Cc1nc(-c2ccccc2)sc1-c1n[nH]c(=S)n1C	1820	1	13	14	5	15	·	92	0.9	9	1
Cc1ccccc1CN1CCSc2sccc2C1=O	1438	1.1	7	9	2	-5	-1.2	107	1	-1	-1
CCOC(=O)/C(C#N)=C/c1ccc(N2CCCCC2)cc1	1597	1	-1	5	0	6	-1.5	98	0.9	12	-62

More structures
SMILES	SRC2 TRFRET art	TNAP act hiacc	PPARg SRC-3 ag	PPARg SRC2 recr	PPARg SRC-1 ag	STAT3 inh	ROMK primary	STAT3 activator	bIAP activator	bIAP inh	STAT1 blocker
N#Cc1ccc(N2CCOCC2)c([N+](=O)[O-])c1	1519	1	-2	1	3	-10	0.12	110	0.9	5	-3
CC1=NNC(=O)C1CCC(=O)N/N=C(\C)c1ccccc1 (stereo unspecified)	1390	1	2	-1	0	0	-0.099	102	1.2	-19	-6
Brc1ccc(-c2nnc(-c3cccnc3)c3conc23)cc1	1640	·	8	17	3	-37	1.1	134*	·	·	-2
COc1cc(C)c(S(=O)(=O)N2CCOCC2)c(C)c1C	1372	1	-7	-2	-5	-4	-0.046	108	1.1	-7	-6
Cc1ccc2[nH]c(=O)c(CN3CCCCC3)c(-c3ccccc3)c2c1	1714	1	3	2	-1	8	-1.2	97	1.1	-7	2
Nc1nc(-c2ccc(Cl)cc2)cc(C(F)(F)F)n1	1642	1	-4	5	4	5	·	100	0.9	10	-23
CCCCOC(=O)c1ccc(NC(=O)CSCc2n[nH]c(=O)[nH]2)cc1	1470	1.1	3	2	-2	7	0.54	99	1.4	-44	2
COc1ccc(CN=C(C)c2c(C(F)(F)F)[nH]n(-c3nc4ccccc4s3)c2=O)cc1	1538	1	8	9	6	12	0.2	93	0.9	12	-22
Cc1ccsc1C(=O)N1CCCC(CCC(=O)N2CCN(c3ccccn3)CC2)C1 (stereo unspecified)	1486	1	-2	-1	0	9	-0.74	96	1	2	4
OCCN(CC(O)COc1ccccc1)CC(O)Cn1ccc2ccccc21 (stereo unspecified)	1495	1	-3	0	5	-8	·	109	0.9	9	-5
Cc1nn(CC(=O)NCCc2ccccc2)c(=O)c2ccccc12	1351	1	-14	2	-1	-3	0.11	104	1	0	1
CCOc1cc(C(=O)OC(C)C(=O)Nc2ncc(Cl)cc2Cl)ccc1OCC(=O)N1CCOCC1 (stereo unspecified)	1672	1	4	7	6	1	·	99	0.5	·	4
CCCCC(=O)NCCc1ccc(S(N)(=O)=O)cc1	1659	1	3	17	2	8	-0.021	96	0.9	6	-3
Cc1cc(C)cc(NC(=S)N(CCN(C)C)C(C)c2cccnc2)c1 (stereo unspecified)	1662	1	-4	-1	4	6	-0.45	100	0.9	8	0
O=S(=O)(NC1c2cccc3cccc(c23)C1Sc1ncccn1)c1ccccc1 (stereo unspecified)	1602	1	8	-5	4	-10	·	110	0.6	40	-3
